# Source: PubChem BioAssay
# BL2 CD40 inh – CD40 pathway inhibition in BL2 cells. BL2 NF-kB luciferase reporter, CD40L-induced, 4 h. 0.94% of 83,000 active. inhibition, % at 10 µM. AID 1053188;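 active = mean inhibition of at least 50% with a set share of replicates also reaching that level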;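 note: 0% = neutral control wells and 100% = IKK inhibitor VII at 50 µM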
# Active calls of the source: *; & = joins results of further samples; [ ] = dose if it differs, or a comment.
SMILES,BL2 CD40 inh
COc1ccc(NC(=O)Nc2ccc3c(c2)C(=O)N([C@@H](C)CO)C[C@@H](C)[C@H](CN(C)C(=O)Nc2ccc(F)cc2)OCCCC[C@H](C)O3)cc1,3
CCNC(=O)c1cc2c(c(-c3cccc(-c4cc5ccccc5o4)c3)n1)[C@@H](CCO)N(C(=O)NC(C)C)C2,-23
CN(C)c1c(F)cc(C(=O)NC(=O)NCc2cccnc2)cc1F,-20
O=C(C[C@H]1C[C@H]2c3cc(NC(=O)c4ccc5c(c4)OCO5)ccc3O[C@H]2[C@H](CO)O1)NCc1ccc(Oc2ccccc2)cc1,32[25 µM]
CC1CCC(=NNS(=O)(=O)c2ccc([N+](=O)[O-])cc2)CC1 (stereo not given),-1
C[C@@H]1CCCCO[C@@H](CN(C)C(=O)Nc2ccc(C(F)(F)F)cc2)[C@H](C)CN([C@@H](C)CO)C(=O)c2cc(NS(=O)(=O)c3cn(C)cn3)ccc2O1,9[25 µM]
O=C(Nc1sc(-c2ccccc2)cc1C(=O)O)c1ccccc1,-107
COc1ccccc1N1CCN(C(=O)c2ccc3[nH]c4c(c3c2)CCCC4)CC1,6
CCC(CC)c1nnc(NC(=O)c2cccc(S(=O)(=O)N3CCOCC3)c2)s1,-9
O=C(c1ccccc1)N1C[C@@H]2[C@H](c3ccccc31)[C@H](CO)N2Cc1ccccn1,4[25 µM]
c1ccc(COC2CCCN(Cc3nc(-c4cccs4)no3)C2)nc1 (stereo not given),-1
O=C(c1cccs1)N1CCN(C(=O)C(c2ccccc2)c2ccccc2)CC1,1
COc1ccc(-c2csc(N3CCN(Cc4ccc5c(c4)OCO5)CC3)n2)cc1,12
CC(C)OC(=O)Cn1cnc2ccc(Br)cc2c1=O,-27
COc1ccc(CN2CC(C(=O)N3CCOCC3)CC2=O)cc1 (stereo not given),8
C[C@@H]1CN([C@H](C)CO)C(=O)c2cc(NS(C)(=O)=O)ccc2O[C@H]1CN(C)C,-1[25 µM]
O=C(C1CCC1)N1C[C@@H]2N[C@H](C1)C2c1ccc(-c2cncnc2)cc1 (stereo not given in full),8[25 µM]
COc1ccc(S(=O)(=O)N2CCCCC2)cc1NS(=O)(=O)c1ccccc1F,3
C[C@H](CO)N1C[C@H](C)[C@H](CN(C)S(=O)(=O)c2cccc(F)c2)OCc2ccccc2-c2c(n(C)c3ccccc23)C1=O,-3
N#Cc1cccc(-c2ccc([C@@H]3[C@@H](CO)N4CCCCN(Cc5ccccc5F)C[C@@H]34)cc2)c1,14[25 µM]
O=C(NC1CCCC1)c1n[nH]c2ccccc12,-34
O=C(O)CCC(C(=O)O)N1C(=O)C2C3CCC(C3)C2C1=O (stereo not given),2
CCOCC(=O)Nc1nc2ccc(OCC)cc2s1,-19
O=C(O)CC(NC(=O)c1cccc(F)c1)c1ccc(OC2CCCC2)cc1 (stereo not given),10
CC1Sc2ccc(C(=O)O)cc2NC1=O (stereo not given),-3

# (list continues)
SMILES,BL2 CD40 inh
Cc1cc(N)c2ccccc2n1,3
COc1cc2c(cc1OC)-c1cc(OCc3ccccc3Cl)nc(=O)n1CC2,12
Cc1ccsc1-c1cc2nc(NCCCN(C)C)n(C)c(=O)c2s1,-22
CCCNC(=O)N1[C@@H]2CNC[C@H]1C2c1ccc(-c2ccc(C)cc2)cc1 (stereo not given in full),0&-1
COc1ccccc1NC(=O)N1C[C@@H](O)COC[C@H]2O[C@H](CC(=O)N3CCC(Cc4ccccc4)CC3)CC[C@@H]21,9[25 µM]
Cc1cc2c(cc1C)N(C(=O)CSC1=NCCS1)C(C)(C)c1ssc(=S)c1-2,5
C/C=C/c1ccc(C2[C@@H]3CN(Cc4ccc5c(c4)OCO5)C[C@H]2N3)cc1 (stereo not given in full),-1&3
CN1CCC(C)(C(=O)Nc2ccc3c(c2)OCCO3)C1 (stereo not given),5
Cn1c(=O)n(C)c2cc(S(=O)(=O)NCCO)ccc21,12
COc1ccccc1CN1[C@H](CO)[C@@H](c2ccccc2)C12CN(C(=O)c1cnccn1)C2,5[25 µM]
C[C@H]1CN([C@@H](C)CO)C(=O)c2ccccc2-c2ccccc2CO[C@H]1CN(C)S(=O)(=O)c1cccc(F)c1,3
CCn1c(N2CCN(CC(=O)c3c(C)n(C)c4ccc(OC)cc34)CC2)nc2c1c(=O)[nH]c(=O)n2C,-5
CCNS(=O)(=O)c1cc(OC)c(Cl)cc1OC,8
Cc1nc(NS(=O)(=O)c2ccccc2C)c2c3c(sc2n1)CCC3,-4
CN(C)CCCNC(=O)C[C@H]1CC[C@H]2[C@@H](COC[C@@H](O)CN2CC2CC2)O1,-10[25 µM]
O=C(c1ccc(-c2ccc(Cl)cc2)o1)N1CCN(S(=O)(=O)c2cccs2)CC1,-50
O=C(CNC(=O)C(c1ccccc1)c1ccccc1)N/N=C\c1cccc(O)c1,3
CCOC(=O)C1NN=C(C(=O)c2ccccc2)C1c1ccc(Cl)cc1 (stereo not given),6
CCCNC(=O)N1CC(=O)N2[C@H](CO)[C@H](c3ccc(C#CCC4CCCC4)cc3)[C@@H]2C1,17[25 µM]
C[C@@H]1CN([C@@H](C)CO)C(=O)c2cccc(NC(=O)CCCCCC(=O)Nc3ccccc3N)c2O[C@H]1CN(C)Cc1ccc(Cl)c(Cl)c1,33[25 µM]
C[C@@H]1CN([C@@H](C)CO)C(=O)c2c(c3ccccc3n2C)-c2ccccc2CO[C@@H]1CN(C)Cc1ccc(C(F)(F)F)cc1,3
COc1cc(C)c(NC(=O)c2cc(C3CC3)nc3c2cnn3C(C)C)cc1OC,16
CN(Cc1cccnc1)C(=O)c1ccc2nc(Cc3ccccc3F)oc2c1,-57
COc1cccc(C2CC(=O)Nc3n[nH]c(-c4ccccc4)c32)c1OC (stereo not given),17
O=C(Nc1ccc(Cl)cc1)N(Cc1cccs1)Cc1cccs1,-20

# Remaining list, next part:
SMILES,BL2 CD40 inh
O=C(NCCc1ccccc1F)C1CC(=O)N(c2cccc(C(F)(F)F)c2)C1 (stereo not given),8
CCN(CC)CCCNc1ccc2ncn3c4ccc(O)cc4c(=O)c1c23,-2
Cc1ccc(N2C(=O)CCC(C(=O)O)C2c2cccs2)cc1 (stereo not given),15
O=C(CN1CCCCC1)Nc1ccccc1Oc1ccccc1,3
Cn1c(=O)oc2cc(S(=O)(=O)N3CCc4ccccc4C3)ccc21,2
O=C(c1cccc(F)c1)N1C2C=CC(C2)C1(C(F)(F)F)C(F)(F)F (stereo not given),7
Cc1ccc(S(=O)(=O)N2CCN(C(C)C(=O)NCC(C)c3ccccc3)CC2)cc1 (stereo not given),11
COCC#Cc1ccc2c(c1)O[C@@H](CN(C)C(=O)C1CCOCC1)[C@@H](C)CN([C@H](C)CO)S2(=O)=O,-21[25 µM]
CCOc1cc(C(N)=O)cc(OCC)c1OCC,13
COc1cccc(CNC(=O)C2CSC3(C)CCC(=O)N23)c1 (stereo not given),0
O=C(NCc1ccccn1)C(=O)NN=C1CCCCCCC1,0
O=C(c1ccccc1S(=O)(=O)NCc1ccccc1)N1CCCCC1,-14
CCc1cccc2sc(N(CCCN3CCOCC3)C(=O)CS(=O)(=O)c3ccccc3)nc12,-1
O=C(NCCOCc1ccccc1)C(c1ccccc1)c1ccccc1,-2
CC(=O)Nc1cnc(-c2cccc(C(=O)N(C)C)c2)cn1,-79
Cc1ccc(S(=O)(=O)N2CCCCC2)cc1NC(=O)CNC(C)c1ccc(Cl)c(Cl)c1 (stereo not given),17
C[C@H]1CN([C@@H](C)CO)C(=O)Cc2cc(N(C)C)ccc2O[C@@H]1CN(C)C(=O)NC1CCCCC1,3[25 µM]
CN1c2ccc(C3=CCCCC3)cc2[C@@H]2[C@@H](CCN2C(=O)C2CC2)[C@H]1CO,-22
Cc1cc(N2CCCC2=O)ccc1S(=O)(=O)N1CCOCC1,5
Cc1ccccc1Nc1nnc(C)c(=O)n1N,8
COc1ccc(C2CC(c3ccccc3)=NN2C(=O)c2cccs2)cc1 (stereo not given),-70
O=C(NCCN=C1NS(=O)(=O)c2ccccc21)c1ccccc1,4
COCC#Cc1ccc([C@H]2[C@H](CO)N3C(=O)CN(C(=O)Nc4ccccc4F)C[C@@H]23)cc1,-12[25 µM]
CC1CCc2[nH]c3ccc(C(=O)Nc4ccc(C(=O)N(C)C)cc4)cc3c2C1 (stereo not given),-11
Cc1cc(C(=O)COC(=O)Cn2cnc3c2c(=O)n(C)c(=O)n3C)c(C)n1C,0

# Following part:
SMILES,BL2 CD40 inh
O=C(NC1CCC1)C1CCC(=O)N(Cc2ccccc2F)C1 (stereo not given),1
CNC(=O)C[C@H]1CC[C@H]2[C@@H](COc3ccc(NS(=O)(=O)c4ccc(F)cc4)cc3C(=O)N2C)O1,-6[25 µM]
Cc1nn(-c2ccc(C(=O)O)cc2)c2c1C(=O)CC(C)(C)C2,7
Cc1nc(N2CCOCC2)nc(N2CCCC2)c1[N+](=O)[O-],-2
COCCN(C(=O)COC(=O)c1c(NC(C)=O)sc(C)c1C)c1c(N)n(Cc2ccccc2)c(=O)[nH]c1=O,26
COc1ccc(-c2csc(N3CCC(c4ccccc4)C3)n2)cc1 (stereo not given),-58
Cc1cc(NC(=O)c2ccc3nc(-c4ccccc4)c(-c4ccccc4)nc3c2)no1,6
COc1ccc(-c2cc(C(=O)Nc3nc4c(C)cccc4s3)c3ccccc3n2)cc1OC,-14
O=C(Nc1cccc(Cl)c1)c1cc(F)cc2c1OCOC2,-14
Cc1noc(C)c1C(=O)N1CCN(Cc2ccccc2)CC1,-2
CCOC(=O)C1(Cc2ccccc2Cl)CCN(S(=O)(=O)N(C)C)CC1,1
CN(C)C(C(=O)Nc1cc(Cl)cc(Cl)c1)c1ccccc1 (stereo not given),-5
CCOC(=O)c1sc(NC(=O)CSc2nc(O)c(Cc3ccccc3)c(=O)[nH]2)nc1C,-1
CCN1CCN(C(=O)C(N)Cc2ccccc2)CC1 (stereo not given),0
O=C(NCCO)c1ccccc1O,2
CCS(=O)(=O)N1Cc2ccccc2CC1C(=O)OCC(=O)N(C(C)C)C(C)C (stereo not given),12
COc1ccccc1C(=O)Nc1ccc2c(c1)nc(CCNC(=O)c1ccccc1)n2C,-43
C[C@H]1CN([C@@H](C)CO)C(=O)c2cc(C#CC3(O)CCCC3)cnc2O[C@@H]1CN(C)C(=O)Cc1ccccc1,-19[25 µM]
Cc1ccc(NC(=O)COC(=O)c2ccccc2F)cc1S(=O)(=O)N1CCCCC1,-11
COc1ccc(NC2CCCN(C(=O)COc3ccc(C(C)=O)cc3)C2)cc1 (stereo not given),2
CN(CC(=O)Nc1ccc(F)cc1)C(=O)COC(=O)COc1ccc(C#N)cc1,7
COC(=O)c1ccc2cc(OC)cc([N+](=O)[O-])c2n1,-34
CCn1nc(NS(=O)(=O)c2ccccc2)c2cc3ccccc3nc21,6
CCc1c(N)nc(N)nc1Nc1ccccc1C,7
O=C(C1CCN(S(=O)(=O)c2ccccc2)CC1)N1CCC1,-11

# Continued:
SMILES,BL2 CD40 inh
CCc1ccccc1NC(=O)CN(C)C(=O)COC(=O)c1ccco1,1
Cc1ccc(C(O)c2ncc(-c3cccc(C(F)(F)F)c3)[nH]2)c(C)c1 (stereo not given),8
Cc1sc(NC(=O)c2ccco2)c(C(c2cccnc2)N2CCN(C)CC2)c1C (stereo not given),3
O=C(CCCn1c(=O)[nH]c2ccccc2c1=O)NC1CCCCCC1,-2
CN(CC(=O)Nc1ccccc1Sc1ccccc1)C1CCCCC1,18
CCOc1ccccc1NC(=O)CSc1nnc(-c2ccncc2)o1,3
O=C(NCc1cccs1)C1CCC(CNS(=O)(=O)c2cccs2)CC1 (stereo not given),1
OCCNc1cnc2ccccc2n1,-7
Cc1nonc1NC(=O)OC1CCCCC1,-1
O=C(CCC1CCCC1)NCc1cccs1,-58
CC(=O)c1cc2c(cc1NC(=O)CCn1cnnn1)OCO2,-4
O=C(CCNC(=O)C1CCN(S(=O)(=O)c2ccc(F)cc2)CC1)NCc1ccccc1,4
O=C(c1ccc2nc(Cc3ccccc3F)oc2c1)N1CC[C@H](O)C1,-50
Cc1csc(NC(=O)c2cc3c(s2)CCC3)n1,34
Cc1cc(N2CCN(C(=O)c3ccco3)CC2)n2ncnc2n1,4
Cc1ccc(NC(=O)COC(=O)C2CC2C)c(S(=O)(=O)N2CCCCC2)c1 (stereo not given),7
CC1CC(C)CN(C(=O)COC(=O)C2CCN(S(=O)(=O)c3c(Cl)cccc3Cl)CC2)C1 (stereo not given),11

# Structural class: the entries above containing a thiophene ring, fused or not
SMILES,BL2 CD40 inh
O=C(Nc1sc(-c2ccccc2)cc1C(=O)O)c1ccccc1,-107
c1ccc(COC2CCCN(Cc3nc(-c4cccs4)no3)C2)nc1 (stereo not given),-1
O=C(c1cccs1)N1CCN(C(=O)C(c2ccccc2)c2ccccc2)CC1,1
Cc1ccsc1-c1cc2nc(NCCCN(C)C)n(C)c(=O)c2s1,-22
Cc1nc(NS(=O)(=O)c2ccccc2C)c2c3c(sc2n1)CCC3,-4
O=C(c1ccc(-c2ccc(Cl)cc2)o1)N1CCN(S(=O)(=O)c2cccs2)CC1,-50
O=C(Nc1ccc(Cl)cc1)N(Cc1cccs1)Cc1cccs1,-20
Cc1ccc(N2C(=O)CCC(C(=O)O)C2c2cccs2)cc1 (stereo not given),15
COc1ccc(C2CC(c3ccccc3)=NN2C(=O)c2cccs2)cc1 (stereo not given),-70
COCCN(C(=O)COC(=O)c1c(NC(C)=O)sc(C)c1C)c1c(N)n(Cc2ccccc2)c(=O)[nH]c1=O,26
Cc1sc(NC(=O)c2ccco2)c(C(c2cccnc2)N2CCN(C)CC2)c1C (stereo not given),3
O=C(NCc1cccs1)C1CCC(CNS(=O)(=O)c2cccs2)CC1 (stereo not given),1
O=C(CCC1CCCC1)NCc1cccs1,-58
Cc1csc(NC(=O)c2cc3c(s2)CCC3)n1,34

# These rows are one share of the data (hit frequency here may not be typical).
